Compound activity as filed in PubChem BioAssay.
STEP inh: STEP phosphatase inhibitors, primary screen, biochemical, fluorescence intensity, uHTS; Tyrosine-protein phosphatase non-receptor type 5 (Homo sapiens), P54829; actives 0.25% (n = 360,000); recombinant STEP, OMFP fluorogenic substrate; AID 588621, 2011; inhibition, % at 20 µM;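 active = inhibition at 20 µM, scaled per plate between control wells, above about 37%, limit read from the data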;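 also: 0% = DMSO with enzyme and substrate and 100% = substrate only without enzyme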
Target sequence (P54829 whole entry, looked up): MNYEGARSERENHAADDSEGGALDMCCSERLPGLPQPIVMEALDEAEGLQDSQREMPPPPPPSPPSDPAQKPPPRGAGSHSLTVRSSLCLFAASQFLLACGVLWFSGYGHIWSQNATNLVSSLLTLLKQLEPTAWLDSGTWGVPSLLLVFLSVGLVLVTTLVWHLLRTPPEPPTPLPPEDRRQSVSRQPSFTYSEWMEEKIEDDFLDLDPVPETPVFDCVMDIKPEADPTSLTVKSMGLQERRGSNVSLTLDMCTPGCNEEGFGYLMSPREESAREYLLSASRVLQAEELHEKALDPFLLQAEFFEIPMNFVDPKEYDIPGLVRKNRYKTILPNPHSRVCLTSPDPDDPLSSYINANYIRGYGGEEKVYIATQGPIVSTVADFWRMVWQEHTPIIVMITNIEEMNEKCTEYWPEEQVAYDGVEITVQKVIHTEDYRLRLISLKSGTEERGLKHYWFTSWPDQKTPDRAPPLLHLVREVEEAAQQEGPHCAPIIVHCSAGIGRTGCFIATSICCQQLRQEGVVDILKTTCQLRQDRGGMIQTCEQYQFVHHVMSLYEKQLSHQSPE
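Assay system: isolated STEP enzyme / Timing: 20 min at room temperature, dark / Doses: 20 µM, 1% DMSO / Technique: fluorescence intensity, excitation 480 nm, emission 540 nm / Reagent: fluorogenic phosphatase substrate OMFP at 25 µM final / Measure: percent inhibition scaled to no-enzyme and uninhibited-enzyme controls, plate-pattern corrected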
Scp-1 inhibitor: Scp-1 phosphatase inhibitors, primary screen, biochemical, colorimetric, uHTS; Carboxy-terminal domain RNA polymerase II polypeptide A small phosphatase 1 (Homo …; actives 0.88% (n = 340,000); Recombinant Scp1, phosphopeptide, malachite green phosphate absorbance; AID 493091, 2011; inhibition, % at 20 µM;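 active = inhibition above about 50% at 20 µM, limit read from the data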;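 also: plate controls were DMSO wells with enzyme for no effect and wells lacking enzyme for full effect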
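Test system – truncated SCP-1 phosphatase (76-261aa) · Reagent – Phosphorylated 17-residue peptide substrate · Incubation – 45 min room-temperature reaction, 5 min colour, 30 min stabiliser · Detection – colorimetric phosphate reagent with accelerator and stabiliser, absorbance at 630 nm · Measure – % inhibition at 20 µM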
CendR NRP1 mod: modulators of CendR peptide binding to NRP-1, primary screen, biochemical, fluorescence polarization, uHTS. actives 0.85% (n = 360,000). Neuropilin-1 (Homo sapiens), O14786. AID 602438, 2012. inhibition, % at 25 µM. FAM-RPARPAR peptide binding to NRP-1;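 active = inhibition or corrected inhibition above about 18%, plus a signal ratio from 0.5 to 1.5, limit read from the data, passing the limit was not always enough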; also: strong numbers were not always called active
SUMO1 PPI mod: modulators of SUMO1 protein-protein interactions, primary screen, biochemical, uHTS | Small ubiquitin-related modifier 1 (Homo sapiens), P63165 | SUMO1 binding to a labelled peptide, TR-FRET, 1 h | inhibition, % at 20 µM | actives 0.33% (n = 360,000) | AID 602429, 2012; in the data active = inhibition above about 37%
MT1-MMP act inh: blockers of MT1-MMP proenzyme processing, primary screen, HT1080 RFP-PRO-GFP cells, GFP/RFP fluorescence. Matrix metalloproteinase-14 (Homo sapiens), P50281. GFP/RFP ratio fluorescence, overnight; percent of plate control window, DMSO zero. GFP/RFP ratio change, % at 20 µM. actives 0.061% (n = 360,000). AID 651647, 2012;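 active = GFP/RFP ratio change of at least 30% with cell ATP level not reduced by more than half and red fluorescence within 50% of control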; also: strong numbers were not always called active
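system = RFP-PRO-GFP reporter HT1080 cells | dosing = 20 µM single dose, 1% DMSO | timing = overnight cell settling, then overnight compound exposure, 37 °C, 5% CO2 | read-out basis = GFP/RFP fluorescence ratio | controls = DMSO and RFP-L50D-GFP cell wells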
NadD inh: inhibitors of S. aureus NadD, primary screen, biochemical, colorimetric, uHTS. Nicotinate-nucleotide adenylyltransferase NadD (Staphylococcus aureus N315). purified NadD enzyme, colorimetric absorbance read-out. inhibition, % at 20 µM. actives 0.78% (n = 360,000); in the data active = inhibition above about 26%; also: some compounds past the cut are filed as inactive
LMPTP block: LMPTP phosphatase inhibitors, primary screen, biochemical, fluorescence intensity, uHTS; AID 651560, 2012; inhibition, % at 20 µM; actives 0.22% (n = 360,000); recombinant LMPTP-A, OMFP fluorogenic substrate;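 active = compounds that cut the enzyme signal by at least half of the control window in the single-dose screen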;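 also: plate controls were DMSO wells with enzyme plus substrate for no effect and substrate without enzyme for full effect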
Target sequence (P24666 whole entry, looked up): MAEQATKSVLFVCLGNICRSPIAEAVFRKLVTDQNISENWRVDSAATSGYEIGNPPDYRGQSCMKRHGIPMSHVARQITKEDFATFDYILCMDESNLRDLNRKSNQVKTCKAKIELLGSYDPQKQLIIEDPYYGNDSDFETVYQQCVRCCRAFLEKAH
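Test system: LMPTP-A, protein tyrosine phosphatase of low molecular weight; Input: 0.625 nM enzyme; Incubation: 50 min dark incubation at room temperature; Signal: endpoint fluorescence intensity from OMFP dephosphorylation; Read-out basis: % inhibition versus control wells.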
SKN-1 inh: suppressors of acrylamide-induced Pgst-4::GFP reporter in worms, primary screen, SKN-1 inhibitor project, whole organism, uHTS, GFP/RFP fluorescence ratio, strain VP596 | C. elegans VP596 Pgst-4::GFP/RFP ratio, 24 h | inhibition, % at 21.8 µM | actives 0.49% (n = 360,000);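 active = interference check ratio from 0.5 to 1.5 plus GFP to RFP signal ratio inhibition reaching or exceeding a fixed threshold, cut at about 30% in these data, passing the limit was not always enough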; also: some compounds called inactive have numbers as strong as hits
DNMT1 inh: human DNMT1 methyltransferase inhibitors, primary screen, biochemical, molecular beacon, fluorescence, HinP1I cleavage, uHTS; DNA (cytosine-5)-methyltransferase 1 (Homo sapiens), P26358; inhibition (reported as % activation of signal), % at 10 µM; actives 0.83% (n = 360,000); in the data active = inhibition above about 50%
Rpn11 block: Rpn11 (PSMD14) deubiquitinase inhibitors, primary screen, biochemical, fluorescence polarization, uHTS; actives 0.59% (n = 360,000); 26S proteasome non-ATPase regulatory subunit 14 (Homo sapiens), O00487; human 26S proteasome, Ub4-pepOG fluorescence polarization; 20S core pre-blocked with epoxomicin; calls only at 20 µM;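 active = inhibition at 20 µM, scaled to each plate's controls, above about 33%, limit read from the data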
Target sequence (O00487 whole entry, looked up): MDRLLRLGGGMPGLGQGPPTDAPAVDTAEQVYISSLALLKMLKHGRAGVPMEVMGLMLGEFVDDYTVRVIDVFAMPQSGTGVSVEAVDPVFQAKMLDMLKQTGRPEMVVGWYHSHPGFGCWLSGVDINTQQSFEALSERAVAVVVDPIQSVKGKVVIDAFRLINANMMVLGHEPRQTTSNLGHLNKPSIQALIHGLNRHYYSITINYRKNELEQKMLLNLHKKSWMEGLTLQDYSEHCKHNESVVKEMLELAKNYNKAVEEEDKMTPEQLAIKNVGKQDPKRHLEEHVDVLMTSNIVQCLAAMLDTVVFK
Active calls of the source: *; i = inactive; nt = not tested or not shown.

SMILES | STEP inh | Scp-1 inhibitor | CendR NRP1 mod | SUMO1 PPI mod | MT1-MMP act inh | NadD inh | LMPTP block | SKN-1 inh | DNMT1 inh | Rpn11 block
Cc1cc(C)n(-c2ccc(C(=O)OC(C)C)cc2)n1 | 0 | 4 | -3 | -3 | 13 | -2 | -0.4 | -6 | 8 | i
O=C/C(=C\Nc1ccccn1)c1nc2cc(Cl)ccc2o1 | 5 | -6 | -6 | -11 | -153 | 5 | -1.1 | 4 | -5 | i
Cc1ccc(-c2nc3c(cnn3-c3ccccc3)c(=O)o2)cc1 | -2 | -5 | 1 | 1 | 0 | -3 | 0.1 | -1 | 7 | i
O=C(O)CC1Sc2nc3ccccc3n2C1=O (stereo not given) | -7 | 3 | 3 | -4 | 0 | 0 | -1.4 | -11 | 2 | i
O=C(NC1CCCCC1)c1ccc([N+](=O)[O-])cc1 | -3 | -10 | -2 | -26 | 1 | -3 | -1.2 | -5 | 3 | i
Cc1cccc(C)c1N1C(=O)C(Cl)=C(N2CCCC2)C1=O | -1 | -2 | 0 | -6 | -1 | -5 | -1.0 | 14 | 0 | i
O=C(CCc1nnc(-c2ccsc2)o1)N1CCCCC1CCn1ccnc1 (stereo not given) | -3 | -6 | -9 | 0 | 4 | -3 | -0.3 | 11 | 0 | i
O=C(Nc1ccncc1)C1CCN(S(=O)(=O)c2cccs2)CC1 | 0 | -4 | 0 | -2 | -2 | -4 | 0.7 | -5 | -1 | i
Cc1noc(C)c1CSCC(=O)N(CC(C)C)c1c(N)n(Cc2ccccc2)c(=O)[nH]c1=O | 2 | -6 | -16 | 5 | 1 | -3 | -1.7 | 6 | 4 | i
CCCn1nnc(NC(=O)c2ccc3c(c2)OCO3)n1 | -3 | -5 | 4 | 2 | 0 | 0 | -2.6 | 4 | 2 | i
CCC(C)N(C(=O)CSc1nc(-c2ccccc2)cs1)C1CCS(=O)(=O)C1 (stereo not given) | 6 | 3 | 4 | -1 | -2 | 0 | -0.2 | 7 | 1 | i
CCOC(=O)N1CCC(Nc2c(NCCCN(C)Cc3ccccc3)c(=O)c2=O)CC1 | -2 | -6 | -7 | -2 | -1 | 0 | -1.8 | 0 | -2 | i
CSc1ccccc1OCc1cc(C(=O)N2CCN(C)C(c3ccccc3)C2)no1 (stereo not given) | 2 | -2 | 2 | 0 | 0 | -5 | 3.8 | 15 | -4 | i
COc1ccc(-c2ccc3c(c2)S(=O)(=O)c2cccc(C(=O)N4CCN(c5ccccn5)CC4)c2C3=O)cc1OC | 4 | nt | -5 | -19 | 0 | 15 | 7.4 | 19 | -9 | i
COc1ccc(C)cc1S(=O)(=O)N1CCN(C(=O)c2ncoc2-c2ccc(C)cc2)CC1 | 2 | -1 | 8 | -1 | 1 | -7 | -0.6 | 2 | 0 | i
O=C1C2C3C=CC(C3)C2C(=O)N1CCN1CCN(S(=O)(=O)/C=C/c2ccccc2)CC1 (stereo not given) | 2 | -4 | 5 | -2 | 2 | -9 | 0.7 | 5 | 0 | i
CCCCCc1c(C)nc(Nc2ccccc2)[nH]c1=O | 3 | 1 | 38* | 3 | -1 | 0 | 2.1 | 13 | -1 | i
Cn1c(SCC(=O)NCC2CCCO2)nnc1-c1ccc(Cl)cc1 (stereo not given) | -2 | -1 | 5 | 9 | 3 | -5 | 1.4 | -12 | -2 | i
O=C(CN1CCOc2ccccc21)N1CCC(Cc2ccccc2)CC1 | 0 | -1 | -2 | 6 | 1 | 0 | 0.2 | 6 | -1 | i
COc1ccc(CCCC(=O)N/N=C/c2ccc(C)cc2)cc1 | 1 | -11 | 6 | -1 | 0 | -3 | 2.1 | -5 | 0 | i
Cc1ccc2nc(SCC(=O)c3ccc4c(c3)OCO4)[nH]c2c1 | 3 | -1 | 8 | 1 | 11 | 1 | -0.9 | 2 | -5 | i
CSc1nccc(Oc2cccc(C#N)c2)n1 | 0 | -4 | 2 | 1 | -4 | 5 | -0.8 | 10 | -1 | i
CCCCOc1ccccc1NC(=O)Cn1c(-c2nonc2N)nc2ccccc21 | 0 | -13 | -8 | -4 | 6 | -4 | 0.3 | 7 | 11 | i
Cc1ccc(NC(=O)C2CC(=O)NC(N3CCc4ccccc43)=N2)cc1 (stereo not given) | 0 | 3 | -6 | -2 | 1 | 4 | -0.7 | 13 | 1 | i
CCOc1ccc(NC(=O)[C@@H](NC(=O)c2ccccc2)[C@@H](C)CC)cc1 | -4 | -6 | -7 | 7 | -20 | -1 | -3.9 | 14 | -2 | i
The listing continues.
SMILES | STEP inh | Scp-1 inhibitor | CendR NRP1 mod | SUMO1 PPI mod | MT1-MMP act inh | NadD inh | LMPTP block | SKN-1 inh | DNMT1 inh | Rpn11 block
O=C1NC(=S)NC(=O)C1Nc1ccc(Cl)cc1 | -4 | 6 | -5 | 2 | 0 | 2 | -0.2 | -6 | -10 | i
Nc1nc2n(n1)C(=O)CC(c1ccc(Cl)cc1)N2 (stereo not given) | 4 | -5 | -4 | 0 | 1 | -1 | 0.1 | -16 | -2 | i
COc1ccc(NC2=C(Cl)C(=O)N(CCc3ccccc3)C2=O)c(OC)c1 | -4 | -8 | 3 | -17 | -1 | -9 | 2.7 | 0 | -11 | i
CC(c1nccs1)N(C)C(=O)c1ccc(OC2CCN(CCc3ccccc3)CC2)cc1 (stereo not given) | 2 | -2 | 9 | -2 | 0 | -3 | 1.0 | 8 | 1 | i
O=C1N/C(=C/c2cccs2)C(=O)N1Cc1ccc(F)cc1 | 0 | -1 | -4 | -9 | 1 | -1 | -0.6 | 11 | 10 | i
CC(C)(C)c1cc(NCCCn2ccnc2)n2ncc(-c3ccccc3)c2n1 | 1 | -10 | -11 | 5 | -1 | 15 | -2.8 | 6 | -18 | i
Cc1ccccc1NC(=O)c1ccc(Cn2cc([N+](=O)[O-])cn2)o1 | 1 | -1 | 6 | -2 | 1 | -1 | -0.2 | 6 | 1 | i
CCn1nccc1C(=O)Nc1ccc(C(=O)OC(C)C)cc1 | 1 | -4 | 5 | 3 | 0 | -3 | -0.7 | 18 | 0 | i
COCCNC(=O)[C@H](C)[C@H]1C[C@]1(C)[C@H](NC(=O)OCc1ccccc1)c1ccccc1 | 2 | -7 | -3 | 4 | -4 | -8 | -0.5 | -1 | 1 | i
CC1(C(=O)NS(=O)(=O)c2ccccc2)CCN1C(=O)CCc1ccccc1 (stereo not given) | -3 | nt | 10 | 3 | 0 | 1 | 4.6 | 1 | 6 | i
CCO[C@@H]1OC(C(=O)NC2CC2)=C[C@H](C(C)(C)C)[C@H]1CCCO | 2 | -8 | 23* | 3 | 2 | -1 | -0.2 | 13 | 7 | i
CCn1c(=O)c(C(=O)NCc2ccc(Cl)cc2)c(O)c2ccccc21 | 0 | -18 | 6 | 4 | 0 | 2 | 2.8 | 1 | -4 | i
O=c1c2ccccc2nc(SCc2cc([N+](=O)[O-])cc3c2OCOC3)n1-c1ccccc1 | 0 | -15 | -7 | -2 | 0 | 10 | 0.7 | 4 | 3 | i
COc1ccc(CCNC(=O)C2CCC(CNS(=O)(=O)c3ccc(F)cc3)CC2)cc1OC (stereo not given) | 2 | 2 | 7 | 4 | 3 | -6 | 0.1 | -6 | -2 | i
COc1ccc(-c2nc3ccc(Cl)cn3c2Cc2ccsc2)cc1OC | 0 | nt | -17 | 8 | 3 | 0 | 1.2 | 9 | -3 | i
Cc1ccccc1OCC(=O)NNC(=O)Cn1[nH]c(=O)c2ccccc2c1=O | -1 | -7 | 14 | -7 | 0 | 2 | -1.2 | -12 | -2 | i
Cc1c(NC(=O)CSc2ccccn2)c(=O)n(-c2ccccc2)n1C | 1 | 8 | 9 | 3 | -1 | 3 | -0.3 | 9 | 0 | i
CNc1nc(NCCCN2CCCC2=O)c2sccc2n1 | 4 | nt | 7 | 2 | 4 | -6 | 36 | -5 | 9 | i
Cc1nnc(NC(=O)CSc2nccn2-c2cccc(C)c2C)s1 | -2 | -11 | -3 | 0 | 5 | -8 | -2.0 | 12 | 0 | i
Cc1cc(C(F)(F)F)n(-c2nc(C(=O)O)cs2)n1 | -2 | -5 | 6 | 2 | 1 | -5 | -2.1 | -5 | 0 | i
COc1ccc(N(CC(=O)NCCSCc2ccco2)S(=O)(=O)c2ccccc2)cc1OC | -3 | 1 | -9 | 4 | -2 | -2 | 0.5 | -4 | 1 | i
Cc1cccc2sc(NC(=O)CN3C(=O)c4ccccc4C3=O)nc12 | -2 | 1 | -15 | -1 | 0 | -1 | -0.7 | -1 | 12 | i
CCOC(=O)c1cnc2c(cnn2C)c1NCc1ccc(OC)cc1 | 0 | 0 | -8 | 24 | -1 | -4 | 0.1 | 5 | -22 | i
Cc1cccc(CN2CCN(Cc3cnn(-c4ccccc4F)c3)CC2CCO)n1 (stereo not given) | 0 | 9 | -1 | -2 | -2 | -1 | 2.0 | -15 | -1 | i
O=C(CN1CCC(C(=O)c2cccc(Cl)c2)CC1)Nc1cccc(C(=O)O)c1 | 0 | -6 | -7 | 1 | 0 | 2 | -1.3 | -8 | 0 | i
O=C(CSc1n[nH]c(=O)n1-c1cccnc1)N1CCOCC1 | -2 | -4 | -37 | 1 | nt | -4 | 0.6 | -10 | 1 | i

4 structures already listed, sorted by molar mass, low to high:
SMILES | STEP inh | Scp-1 inhibitor | CendR NRP1 mod | SUMO1 PPI mod | MT1-MMP act inh | NadD inh | LMPTP block | SKN-1 inh | DNMT1 inh | Rpn11 block
O=C1NC(=S)NC(=O)C1Nc1ccc(Cl)cc1 | -4 | 6 | -5 | 2 | 0 | 2 | -0.2 | -6 | -10 | i
CNc1nc(NCCCN2CCCC2=O)c2sccc2n1 | 4 | nt | 7 | 2 | 4 | -6 | 36 | -5 | 9 | i
Cc1nnc(NC(=O)CSc2nccn2-c2cccc(C)c2C)s1 | -2 | -11 | -3 | 0 | 5 | -8 | -2.0 | 12 | 0 | i
O=C(CN1CCC(C(=O)c2cccc(Cl)c2)CC1)Nc1cccc(C(=O)O)c1 | 0 | -6 | -7 | 1 | 0 | 2 | -1.3 | -8 | 0 | i
